HP1b chromo inh: blocks HP1-beta chromodomain binding to methylated histone tails; AlphaScreen HP1-beta / biotin-H3K9me3 peptide binding; P83916; actives 0.56% (n = 390,000); Potency, µM (doses to about 114 µM), inactives show top-dose activity change, negative = inhibition, most hits filed as inhibitors; also: potency is read from the fitted curve at half-maximal effect; nearly all actives have a fitted effect of over 70% in size; inactives centre near 23
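HP1-beta protein (50 nM final) preincubated 30 min at room temperature with biotinylated H3(1-18)K9me3 peptide (50 nM) in PBS pH 7.4, 0.01% Tween-20, then compound added for 30 min. AlphaScreen streptavidin donor/nickel chelate acceptor beads (10 ug/mL final), 30 min dark, luminescence read.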
ERG Ets-DNA blk: inhibitors of human ERG Ets domain-DNA interaction | P11308 | fluorescence polarization, His-ERG Ets domain / labelled DNA | Potency, µM (series often up to 76.9 µM), for the others: top-dose FP activity, negative = inhibition, usual class: inhibitors | actives 0.028% (n = 370,000) | AID 624246; active = well fitted inhibition curve with a large enough effect in the polarisation, with a control signal flat; inconclusive = small, poorly fitted or top-dose-only effect, or effect the other way, or a change in a side signal; inactive = no such curve, though single readings can be large or run the other way; the % refers to the polarisation;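 also: polarization taken with two DNA probes labelled with fluorescein and Texas red; potency is read from the fitted curve at half-maximal effect; % of control where 0% means no effect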
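His-tagged ERG Ets domain (1 uM in the protein solution; 300mM KCl, 50mM Tris-HCl, 1mM EDTA, 1mM DTT, pH 7.5) received compound, then a probe mix of 5 nM fluorescein-DNA and 100nM Texas-615-DNA. Fluorescence polarization was read for both dyes.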
RGS4 inhibitor: blocks human RGS4-accelerated GTP hydrolysis; Transcreener GDP fluorescence polarization, RGS4-accelerated GTP hydrolysis; Potency, µM (series often up to 114 µM), for the others: at the highest dose activity change, negative = inhibition, usual class: inhibitors; actives 0.039% (n = 390,000); also: potency is read from the fitted curve at half-maximal effect; % is scaled to controls: 0 for no effect and ±100 for the full control effect; nearly all actives have a fitted effect of over 75% in size; some results filed as inactive show a strong effect at the top dose
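MLSMR compounds (23 nl, pin-transferred) preincubated 10 min at room temperature with a 500nM (2x) first reagent, then RGS4 at 900nM (2x) plus Transcreener GDP mix added; fluorescence polarization (620/688 nm) read before and after 90 min at 30 °C.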
PI4K2A block: blocks human PI4K2A kinase activity; Q9BTU6; purified PI4K2A, ADP-Glo luminescence, 1 h; active compounds read low; activity change, negative = inhibition, % at 76.9 µM; actives 0.13% (n = 420,000); in the data active = activity change below about -50%; inconclusive = mostly about -30% to -49%;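 also: -100% = wells without enzyme as full effect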
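Compounds are screened against recombinant PI4K2A using PI as substrate and ATP, the latter dispensed at 300 microM. Reactions run one hour at ambient temperature before ADP-Glo detection; full inhibition defined by wells lacking enzyme.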
GLS inh: inhibitors of human glutaminase (GLS) | actives 0.21% (n = 410,000) | Potency, µM (highest dose often 45.5 µM), inactives show at the highest dose activity change, negative = inhibition, usual class: inhibitors | AID 624170 | O94925 | GLS enzymatic activity, qHTS titration; also: potency is read from the fitted curve at half-maximal effect; % is scaled to controls: 0 for no effect and ±100 for the full control effect
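Glutamate formation by hKGA was monitored fluorometrically using coupled glutamate oxidase, HRP and Amplex Red. Substrate was added as 1 mM L-glutamine solution; incubation was 30 min at RT after an initial read.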
12-LOX inh: blocks human arachidonate 12S-lipoxygenase | P18054 | purified 12hLO, xylenol orange hydroperoxide absorbance | Potency, µM (doses to about 108 µM), for inactives: at the top dose activity change, negative = inhibition, actives largely listed as inhibitors | actives 1.1% (n = 580,000) | AID 1671190; also: potency is read from the fitted curve at half-maximal effect; % is scaled to controls: 0 for no effect and ±100 for the full control effect
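Hydroperoxide product was detected by ferrous iron/xylenol orange as the 573 to 405 nm absorbance ratio. Arachidonic acid at 40 uM (final) was turned over for 30 min at room temperature by 150 nM human 12hLO, pH 7.0 Hepes buffer, after 15 min compound preincubation.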
G9a inh: blocks human histone lysine methyltransferase G9a; Q96KQ7; G9a H3K9 monomethylation, AlphaScreen, 2 h; Potency, µM (series often up to 102 µM), inactives show at the highest dose activity, negative = inhibition, actives largely listed as inhibitors; actives 8.8% (n = 350,000); AID 504332; also: potency is read from the fitted curve at half-maximal effect; % is scaled to controls: 0 for no effect and ±100 for the full control effect; nearly all actives have a fitted effect of over 75% in size
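G9a (20 nM) was preincubated 15 min with compound, then reacted 2 h at room temperature with 500 nM biotin-H3K9 peptide and 20 µM SAM. Monomethyl-H3K9 detected by AlphaScreen using anti-H3K9me1 antibody.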
BAZ2B block: blocks human BAZ2B; Q9UIF8; AlphaScreen BAZ2B-H3K14Ac peptide displacement; Potency, µM (doses to about 114 µM), for inactives: at the highest dose activity change, negative = inhibition, most hits filed as inhibitors; actives 4.4% (n = 360,000); also: potency is read from the fitted curve at half-maximal effect; % is scaled to controls: 0 for no effect and ±100 for the full control effect; nearly all actives have a fitted effect of over 60% in size
Target sequence (Q9UIF8 whole entry, looked up): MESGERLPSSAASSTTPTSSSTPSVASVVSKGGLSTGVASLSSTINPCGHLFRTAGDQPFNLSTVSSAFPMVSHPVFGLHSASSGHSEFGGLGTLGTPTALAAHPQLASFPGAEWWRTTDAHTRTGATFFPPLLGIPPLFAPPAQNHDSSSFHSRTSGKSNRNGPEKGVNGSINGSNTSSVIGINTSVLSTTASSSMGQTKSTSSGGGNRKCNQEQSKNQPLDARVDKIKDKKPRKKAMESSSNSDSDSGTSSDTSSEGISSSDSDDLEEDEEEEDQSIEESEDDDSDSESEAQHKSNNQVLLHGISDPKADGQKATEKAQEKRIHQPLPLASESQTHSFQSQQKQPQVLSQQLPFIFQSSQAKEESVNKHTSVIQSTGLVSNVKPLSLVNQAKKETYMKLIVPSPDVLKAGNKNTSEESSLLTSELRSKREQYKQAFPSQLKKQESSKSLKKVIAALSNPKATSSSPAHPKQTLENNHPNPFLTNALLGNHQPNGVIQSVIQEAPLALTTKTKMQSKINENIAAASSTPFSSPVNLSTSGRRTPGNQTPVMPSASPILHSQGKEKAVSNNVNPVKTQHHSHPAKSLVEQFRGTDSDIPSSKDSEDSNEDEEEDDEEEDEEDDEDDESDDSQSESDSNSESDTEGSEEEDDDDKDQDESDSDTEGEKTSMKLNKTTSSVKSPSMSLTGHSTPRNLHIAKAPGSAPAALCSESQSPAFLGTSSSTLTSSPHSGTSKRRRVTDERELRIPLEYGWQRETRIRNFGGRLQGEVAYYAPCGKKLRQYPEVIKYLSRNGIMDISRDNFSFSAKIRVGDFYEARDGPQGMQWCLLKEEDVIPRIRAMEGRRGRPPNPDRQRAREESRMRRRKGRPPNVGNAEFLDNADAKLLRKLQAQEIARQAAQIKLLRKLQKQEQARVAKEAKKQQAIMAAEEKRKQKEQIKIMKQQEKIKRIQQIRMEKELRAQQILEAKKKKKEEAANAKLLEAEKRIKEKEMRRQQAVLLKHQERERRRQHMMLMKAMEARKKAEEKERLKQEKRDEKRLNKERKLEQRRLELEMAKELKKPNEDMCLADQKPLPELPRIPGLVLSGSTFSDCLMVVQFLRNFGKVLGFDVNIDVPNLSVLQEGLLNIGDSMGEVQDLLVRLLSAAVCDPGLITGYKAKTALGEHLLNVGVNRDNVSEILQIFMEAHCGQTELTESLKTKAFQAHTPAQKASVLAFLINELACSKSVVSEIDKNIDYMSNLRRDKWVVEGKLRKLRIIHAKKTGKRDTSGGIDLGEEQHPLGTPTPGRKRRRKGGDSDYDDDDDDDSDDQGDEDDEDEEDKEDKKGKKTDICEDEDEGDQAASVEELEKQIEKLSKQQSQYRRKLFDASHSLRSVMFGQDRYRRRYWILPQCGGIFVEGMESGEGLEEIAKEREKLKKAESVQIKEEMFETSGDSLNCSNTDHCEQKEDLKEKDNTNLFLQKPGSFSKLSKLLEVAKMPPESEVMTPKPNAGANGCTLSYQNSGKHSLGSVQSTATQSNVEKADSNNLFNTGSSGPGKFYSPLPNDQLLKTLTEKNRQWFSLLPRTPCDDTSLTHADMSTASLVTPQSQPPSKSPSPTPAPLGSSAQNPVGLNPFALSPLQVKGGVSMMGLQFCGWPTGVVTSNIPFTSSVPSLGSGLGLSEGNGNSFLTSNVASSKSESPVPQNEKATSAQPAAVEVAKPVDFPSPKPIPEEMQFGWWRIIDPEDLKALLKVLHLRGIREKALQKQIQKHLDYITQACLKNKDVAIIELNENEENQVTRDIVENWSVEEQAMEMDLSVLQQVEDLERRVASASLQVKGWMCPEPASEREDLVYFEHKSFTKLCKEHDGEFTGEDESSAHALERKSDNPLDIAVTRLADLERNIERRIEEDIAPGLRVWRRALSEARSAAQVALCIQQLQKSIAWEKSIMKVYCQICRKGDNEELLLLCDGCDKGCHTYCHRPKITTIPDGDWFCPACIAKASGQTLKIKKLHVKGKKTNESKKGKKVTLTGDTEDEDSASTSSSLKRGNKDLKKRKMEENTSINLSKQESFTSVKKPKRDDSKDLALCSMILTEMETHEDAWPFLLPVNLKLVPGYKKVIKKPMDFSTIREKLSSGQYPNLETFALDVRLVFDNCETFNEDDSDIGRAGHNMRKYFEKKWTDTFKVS
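Complex of BAZ2B and biotin-H3K14Ac (50 nM apiece) forms over 30 min at RT, then faces library compounds up to 110 uM for another 30 min; AlphaScreen beads added, 20 min dark incubation, luminescence read.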
JMJD2A Tudor: inhibitors of human JMJD2A Tudor domain; O75164; AlphaScreen JMJD2A-Tudor / H3K4me3 peptide binding; Potency, µM (highest dose often 114 µM), for the others: at the highest dose activity change, negative = inhibition, usual class: inhibitors; actives 4.4% (n = 390,000); AID 504339; also: potency is read from the fitted curve at half-maximal effect; % is scaled to controls: 0 for no effect and ±100 for the full control effect; nearly all actives have a fitted effect of over 50% in size
Active calls of the source: *; i = inactive; ? = inconclusive; · = no result given; & = joins results of further samples; [ ] = another dose, or the depositor's remark. Unless noted, calls follow the shape of the dose curve; as a rule, active = well fitted curve in the direction sought with a large enough effect; inconclusive = small, poorly fitted or top-dose-only effect, or another doubt; inactive = no such curve, though single readings can be large; an effect the other way counts as inactive or inconclusive.

Structure	HP1b chromo inh	ERG Ets-DNA blk	RGS4 inhibitor	PI4K2A block	GLS inh	12-LOX inh	G9a inh	BAZ2B block	JMJD2A Tudor
C[C@@H](O)[C@@H]1NC(=O)c2cc([N+](=O)[O-])cc(I)c2NCC[C@@H](C(N)=O)NC(=O)CNC1=O	25%	-1%	20%	-2	1%	?	50µM*	-4%	-21%
CC(C)(C)c1ccc(C(=O)N/C(=C/c2cccs2)C(=O)NCc2ccco2)cc1	-8%	1%	-14%	-6	-4%	-5%	-2%[59 µM]	?	?
O=C(Oc1cccc2c(OC(=O)N3CCCC3)cccc12)N1CCCC1	0%	11%	6%	-12	23%	25%	-23%[59 µM]	6%	-8%
CCCn1c(SCC(=O)Nc2cc(S(=O)(=O)N3CCCCC3)ccc2C)n[nH]c1=O	25%	14%	11%	-1	0%	-8%	9%[59 µM]	5%	-14%
Cc1ccccc1-n1ncc2c1CC(C)(C)CC2NC(=O)c1ccncc1 (stereo unspecified)	22%	-3%	-2%	0	1%	-2%	27%	2%	-8%
COCCOc1cc(Nc2nnc(C(F)(F)F)s2)c(Cl)cc1Cl	48%[activator]	-2%	42%	-1	10%	45%[activator]	2%[12.7 µM]	8%	12%
COc1ccc(-c2noc(COc3cc(C)c(Br)c(C)c3)n2)cc1OC	47%[activator]	-3%	9%	4	-13%	2%	18%[59 µM]	8%	13%
CCOC(=O)C1=C(O)CCn2c1nc1ccccc12	25%	12%	-22%	-1	10%	-18%	-29%[59 µM]	-5%	-6%
COC(=O)CSc1cc(C(F)(F)F)nc(-c2ccccn2)n1	48%	-6%	10%	-1	·	3%	76%[activator][59 µM]	-2%	21%
CCC(=O)c1ccc(OCC(=O)NCc2ccccc2CN2CCCC2)cc1	31%	15%	-26%	3	-3%	?	·	·	-1%
COC(=O)N/N=C/c1cc(C)n(-c2ccc(Br)cc2)c1C	?	-3%	-28%	-5	-7%	?	·	45µM*	-25%
CCC(=O)c1cn(CC(=O)Nc2ccccc2)c2ccccc12	52%[activator]	-10%	29%	1	-8%	32%	18%[0.501 µM]	13%	1%
O=C(c1cc(COc2ccc3ncccc3c2)on1)N1CCC(O)CC1	2%	7%	-39%	3	2%	-5%	-30%	-29%	-22%
COc1ccc2c(c1)C(O)C(CO)C(C(=O)O)C2 (stereo unspecified)	31%	-16%	1%	4	20%	-26%	·	·	-10%
O=C(NCc1ccccc1)Nc1cccn(Cc2ccc(Cl)cc2)c1=O	36%	1%	-2%	1	-1%	-2%	5%	0%	-6%

Record cards (already shown).
COC(=O)N/N=C/c1cc(C)n(-c2ccc(Br)cc2)c1C is entered as HP1b chromo inh: ?; ERG Ets-DNA blk: -3%; RGS4 inhibitor: -28%; PI4K2A block: -5; GLS inh: -7%; 12-LOX inh: ?; G9a inh: ·; BAZ2B block: 45µM*; JMJD2A Tudor: -25%
CCCn1c(SCC(=O)Nc2cc(S(=O)(=O)N3CCCCC3)ccc2C)n[nH]c1=O is entered as HP1b chromo inh: 25%; ERG Ets-DNA blk: 14%; RGS4 inhibitor: 11%; PI4K2A block: -1; GLS inh: 0%; 12-LOX inh: -8%; G9a inh: 9%[59 µM]; BAZ2B block: 5%; JMJD2A Tudor: -14%

More compounds follow.
Structure	HP1b chromo inh	ERG Ets-DNA blk	RGS4 inhibitor	PI4K2A block	GLS inh	12-LOX inh	G9a inh	BAZ2B block	JMJD2A Tudor
CN(Cc1nccn1C)C(=O)c1ccc2nc(Cc3ccccc3F)oc2c1	38%	1%	-12%	-7	1%	1%	46%	-14%	-17%
Cc1ccc(-c2csc(NC(=O)c3ccc([N+](=O)[O-])o3)n2)cc1	8%	2%	28%	-1	13%	19%	-15%	?	?
O=C(CN1CCCCC1)Nc1ccc(C(F)(F)F)cc1Cl	65%[activator]	3%	-18%	-5	-2%	?	·	-6%	5%
Cn1nc(C(=O)NNC(=O)c2cccc(Cl)c2)ccc1=O	-2%	4%	6%	-1	21%	-4%	·	·	?
CN1CCN(NC(=O)/C=C/c2ccc(Br)cc2)CC1	14%	-8%	26%	7	40%[activator]	i	10%	-2%	-22%
COc1ccccc1CNC(=O)c1cc(S(=O)(=O)N2CCCCCC2)cn1C	27%[57 µM]	0%	-11%	6	1%	-7%	0%[59 µM]	-16%	-22%
Cc1cccc(NC(=O)CN2C(=O)CCS(=O)(=O)c3ccccc32)c1C	15%	-1%	-6%[11.4 µM]	-2	-16%	2%	-7%	-1%	-15%
CCn1c(SCc2cccc(C)c2)nnc1-c1ccccc1	12%	4%	-19%	2	5%	2%	·	3%	-1%
COc1ccc(S(=O)(=O)n2c([N+](=O)[O-])cnc2C)c(C)c1C	28%	1%	-12%	-8	-3%	0%	·	?	-11%
CN1/C(=C\C(=O)Nc2ccc(Cl)cc2)C(C)(C)c2ccccc21	19%	0%	-6%	-1	-2%	-30%	?	-32%	-33%
O=S(=O)(NCc1ccccc1)c1ccc(Br)c2nsnc12	-20%	1%	-14%	-4	10%	-3%	-33%	-33%	-29%
S=C(Nc1ccccn1)c1ccccn1	13µM*	1%	-36%[11.4 µM]	-14	50%[activator]	4.5µM*	?	10µM*	5µM*
Cc1nc2ccc(NS(=O)(=O)c3ccccc3Cl)cc2s1	45%[activator]	-5%	-29%	0	0%	-26%	?	2%	-7%
CCc1ccc(Nc2nnc(SCC(=O)N(C)C3CCS(=O)(=O)C3)s2)cc1 (stereo unspecified)	58%[activator]	-8%	-16%[56.9 µM]	-1	-13%	0%	-46%	2%	-18%
CCOC(=O)C1=C(O)C(Nc2nc3ccccc3s2)(C(F)(F)F)N=C1C (stereo unspecified)	28%	-4%	19%	-6	3%	-1%	0%	-10%	-21%
CCn1cc(C(=O)NCCc2ccccc2)c(=O)c2cc(S(=O)(=O)N3CCCC3)ccc21	16%	10%	11%	3	1%	-14%	23%	12%	-19%
Cc1ccc(S(=O)(=O)c2nnn(CC(=O)Nc3ccccc3C)c2N)cc1C	19%	5%	-2%	-1	-6%	-6%	-1%[59 µM]	-17%	-16%
O=C(CSc1nc2c(oc3ccccc32)c(=O)n1-c1ccccc1)Nc1ccccc1F	16%	1%	17%	-3	2%	-16%	-10%[59 µM]	-6%	-15%
CNC(=O)C(=O)NCCc1ccc(Cl)cc1	22%	-2%	-13%	-4	3%	130%[activator]	10%	-7%	10%
COc1cccc(N2CCN(C(=O)c3ccc(N4C(=O)NC5CC4(C)Oc4ccccc45)cc3)CC2)c1 (stereo unspecified)	20%	1%	-4%	3	12%	0%	0%[59 µM]	5%	-12%
O=C(NNC(=O)c1ccccc1OCc1ccc(F)cc1)c1ccccc1O	22%	-1%	-18%	-2	15%	-4%	23%[0.501 µM]	-19%	-19%
COc1ccc(S(=O)(=O)N(C)C)cc1NC(C)C(=O)Nc1cccc(C#N)c1 (stereo unspecified)	8%	-7%	-11%	6	-2%	-3%	-32%	-22%	-11%
COc1ccc(-c2ccnc3nc(N4CCOCC4)nn23)cc1	23%	-8%	9%	-1	6%	0%	·	32%	-13%
COc1cccc(NC(=O)CSc2nnc(COc3ccc4c(c3)CCCC4)o2)c1	41%	-8%	?	9	-8%	14µM*	5%	4%	-14%
O=C(/C=C/c1ccc(OCCCF)cc1)N1CCOCC1	40%[activator]	-4%	6%	-2	2%	9%	8%	3%	4%
N#Cc1nc(-c2ccccc2)oc1NCCCn1ccnc1	35%	-5%	-15%	10	-4%	-35%&-7%	-4%	-36%	-17%
COc1cccc(OC)c1C(=O)NCCc1sc(-c2cccc(F)c2)nc1C	23%[57 µM]	0%	9%	-7	4%	-4%	4%[59 µM]	2%	-6%
Cc1ccc(C(=O)c2oc3ccccc3c2NC(=O)c2cc(-c3ccccc3O)n[nH]2)cc1	37%	?	-8%	3	-7%	-10%	-11%[59 µM]	7%	1%
CC(C)(C)NC(=O)C(c1ccccn1)N(C(=O)c1csnn1)C1CCCC1 (stereo unspecified)	35%	6%	-15%	1	-2%	-11%	-1%[59 µM]	4%	-3%
CCCn1nc(C(=O)NNC(=O)CSCC(=O)Nc2cc(C)on2)c2ccccc2c1=O	12%	2%	4%	-1	6%	-13%	-17%	-18%	-16%
CN1CCN(C(=O)c2ccc3c(c2)N(Cc2ccccc2F)C(=O)c2ccccc2S3=O)CC1 (stereo unspecified)	39%[activator]	9%	-9%	6	3%	2%	·	-5%	-6%
c1ccc(CSc2nnc(SCc3ccccn3)s2)nc1	24%	-4%	-16%	-5	0%	-9%	-10%[2.33 µM]	5%	-6%
O=C(Nc1ncc(Cc2ccccc2)s1)C1COc2ccccc2O1 (stereo unspecified)	27%	-9%	8%	2	-1%	-11%	43%	-5%[57.1 µM]	-1%
CCc1cccc(OCC(=O)Nc2ccc(S(=O)(=O)Nc3ncccn3)cc2)c1	26%	7%	22%	0	1%	-11%	-44%[59 µM]	0%	-6%
C=CCNc1cnn(CC(C)=O)c(=O)c1Br	21%	2%	18%	5	-3%	18%	11%[59 µM]	-3%	5%
COc1cccc(C2C(C(=O)OC(C)C)=C(C)Nc3ncnn32)c1 (stereo unspecified)	12%	5%	31%	0	3%	0%	?	0%	-19%
O=C(Nc1cccc(NC(=O)c2cccc(F)c2)n1)c1cccc(F)c1	20%	14%	-35%	-2	7%	0%	?	-2%	0%
CCc1noc(C)c1C(=O)Oc1ccc(N(C)S(=O)(=O)c2ccccc2)cc1	30%[activator]	3%	13%	-1	38%[activator]	-2%	-47%	2%	5%

Screens deposited in PubChem by National Center for Advancing Translational Sciences (NCATS).

The list is partial; the hit share may differ from the screen's.
